Screening results deposited in PubChem BioAssay by Johns Hopkins Ion Channel Center.
CHT inh: inhibits the human high affinity choline transporter. CHT-expressing cells, membrane potential dye, choline response; stronger effect = lower value. B-score at 10 µM. hit rate 0.86% among 310,000. AID 488975;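 active means B-score over 3 SD under the library average, and starting fluorescence ratio not unusually high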;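 further: choline stimulus applied at its EC90 after an EC20 pre-addition; B-score computed on integrated fluorescence ratio after choline addition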
Target sequence (Q9GZV3 whole entry, looked up): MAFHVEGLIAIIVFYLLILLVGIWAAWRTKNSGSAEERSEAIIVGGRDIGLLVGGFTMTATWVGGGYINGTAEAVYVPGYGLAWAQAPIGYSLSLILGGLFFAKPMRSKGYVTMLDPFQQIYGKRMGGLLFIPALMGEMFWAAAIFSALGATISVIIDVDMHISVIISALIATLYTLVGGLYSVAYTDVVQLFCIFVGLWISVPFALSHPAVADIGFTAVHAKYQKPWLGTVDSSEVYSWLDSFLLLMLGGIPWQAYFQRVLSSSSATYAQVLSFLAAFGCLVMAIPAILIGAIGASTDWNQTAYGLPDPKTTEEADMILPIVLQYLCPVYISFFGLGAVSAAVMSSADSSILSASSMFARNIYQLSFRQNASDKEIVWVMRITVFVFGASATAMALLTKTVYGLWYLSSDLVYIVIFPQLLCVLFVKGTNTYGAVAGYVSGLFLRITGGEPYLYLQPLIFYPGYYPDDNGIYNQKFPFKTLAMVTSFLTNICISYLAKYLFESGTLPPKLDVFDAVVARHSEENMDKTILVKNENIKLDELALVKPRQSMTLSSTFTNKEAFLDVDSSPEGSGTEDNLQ
CHT allo act: allosteric activators of human choline transporter CHT | Q9GZV3 | CHT-expressing cells, membrane potential dye, choline EC20; stronger effect = higher value; LV-AA mutant CHT in HEK293 cells | B-score at 10 µM | hit rate 0.49% among 310,000 | AID 488977;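 active means initial fluorescence not abnormally high and integrated response B-score, plate-corrected, over 3 SD above library mean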
* marks the source's active call; other numbers are inactive results; i = inactive.

SMILES	CHT inh	CHT allo act
COc1ccc(CN2CCCC(C(=O)N3CCCCC3)C2)cc1 (configuration not stated)	i	i
CC(C)(C)c1ccc(/C=C2\Oc3c(ccc(O)c3CN3CCN(CCO)CC3)C2=O)cc1	i	i
COCCCNC(=S)NC(=O)c1ccccc1	i	i
N#C/C(=C\c1ccncc1)c1ccc(NC(N)=O)cc1	i	i
Cc1cc2occ(CC(=O)NNC(=O)c3ccccc3)c2cc1C	i	i
COc1cccc(NC(=O)c2ccccc2-c2nc(-c3ccccc3)no2)c1	i	i
COc1ccc(NC(=O)CSc2nnc(Cc3ccccc3)c(=O)n2N)c(OC)c1	i	i
CC(=O)Nc1ccc(NC(=O)CCS(=O)(=O)c2ccc3c(c2)oc(=O)n3C)cc1	i	i
COc1ccc(Cl)cc1NC(=O)CSc1nc(C)cc(C)n1	i	i
COc1ccc(C(=O)C2CCCN(C(=O)c3cccnc3OC)C2)cc1F (configuration not stated)	i	i
O=C(Nc1cccc(F)c1)N1CCCC(CNS(=O)(=O)Cc2ccccc2)C1 (configuration not stated)	i	i
CCCCn1c(N)c(N(CCOC)C(=O)COC(=O)COc2c(C)cc(C)cc2C)c(=O)[nH]c1=O	i	i
COC(=O)c1oc2ccc(Br)cc2c1NC(=O)CN1CCN(C)CC1	i	i
O=C(O)c1cc(NC(=O)c2ccccc2F)cc(NC(=O)c2ccccc2F)c1	i	i
C=CCNC(=O)CN1CCN(C(c2ccccc2)c2ccccc2)CC1	i	i
CCOc1ccc(-c2nc(CSCC(=O)NCC3CCCO3)c(C)o2)cc1 (configuration not stated)	i	i
Fc1cccc(/C=C2\CCCC3=C2NC(=S)NC3c2cccc(F)c2)c1 (configuration not stated)	i	i
COCCCNC(=O)c1c(-c2ccccc2)noc1C	i	i
COc1ccccc1CNC(=O)/C=C/c1ccc(S(=O)(=O)NCc2ccco2)cc1	i	i
Cc1ccc(Nc2nc(Cl)nc(NC(C)(C)C)n2)cc1	i	i

Rewritten as labelled records: 4 of the compounds above.
C=CCNC(=O)CN1CCN(C(c2ccccc2)c2ccccc2)CC1
  CHT inh: i
  CHT allo act: i

O=C(O)c1cc(NC(=O)c2ccccc2F)cc(NC(=O)c2ccccc2F)c1
  CHT inh: i
  CHT allo act: i

Cc1cc2occ(CC(=O)NNC(=O)c3ccccc3)c2cc1C
  CHT inh: i
  CHT allo act: i

CC(=O)Nc1ccc(NC(=O)CCS(=O)(=O)c2ccc3c(c2)oc(=O)n3C)cc1
  CHT inh: i
  CHT allo act: i

The main list resumes; the 3 compounds before the break are reprinted first.
SMILES	CHT inh	CHT allo act
COCCCNC(=O)c1c(-c2ccccc2)noc1C	i	i
COc1ccccc1CNC(=O)/C=C/c1ccc(S(=O)(=O)NCc2ccco2)cc1	i	i
Cc1ccc(Nc2nc(Cl)nc(NC(C)(C)C)n2)cc1	i	i
COc1c(Br)cc([N+](=O)[O-])c(OC)c1C(=O)NC(=O)Nc1c(Cl)cccc1Cl	i	i
COCc1[nH]nc2c1C(c1cc(OC)c(O)c(OC)c1)C(C#N)=C(N)O2 (configuration not stated)	i	i
CN(C)CCOc1ccccc1C(C)(C)C	i	i
O=C(COc1cccc2c1CCNC2=O)Nc1cccc(F)c1	i	i
N#C/C(=C\c1ccccc1)C(=O)Nc1cc(S(=O)(=O)N2CCOCC2)ccc1N1CCCC1	i	i
Cc1ccc(C2Nc3ccccc3NC3=C2C(=O)CC(C)(C)C3)c(O)c1 (configuration not stated)	i	i
Cc1cccc(C)c1NC(=O)C(=O)c1cn(C)c2ccccc12	i	i
COc1ccc(CN2C(=O)CN=C2Nc2cccc(C)c2C)cc1	i	i
CC(=C\c1ccco1)/C=C(\C#N)C(=O)NCCc1c[nH]c2ccccc12	i	i
C=CCNC(=S)N1CCC(C(=O)c2ccc(OC)cc2)CC1	i	i
CCCOC(=O)C1=C(C)NC2=C(C(=O)CCC2)C1c1cccs1 (configuration not stated)	i	i
CC(=O)Nc1ccc(S(=O)(=O)NCCC(=O)OCc2nnc(-c3ccccc3)o2)cc1	i	i
O=C(CN1C(=O)NC2(CCCC2)C1=O)Nc1nc(-c2ccccc2)cs1	i	i
CC1Cc2ccccc2N1C(=O)COC(=O)c1cc(Br)ccc1O (configuration not stated)	i	i
CC(C)(C)CC(C)(C)N1CNC(=S)NC1	i	i
C[C@H](NC(=O)Nc1cccc(Br)c1)C(=O)O	i	i
CCN(N=Nc1cccc([N+](=O)[O-])c1)c1cccc([N+](=O)[O-])c1	i	i
O=C(O)/C=C\C(=O)Nc1ccc(N2CCN(c3ccc(Cl)cc3)CC2)cc1	i	i
CCC(Oc1ccccc1)C(=O)Nc1cc(C)on1 (configuration not stated)	i	i
COC(=O)C1=CN(c2cccc(Cl)c2)C=C(C(=O)OC)C1c1cccc(OC)c1	i	i

SMILES	CHT inh	CHT allo act
CC(=O)c1c(C)[nH]c(C(=O)O)c1C	i	i
CCN(CC)S(=O)(=O)c1ccc(C(=O)OCC(=O)NCc2ccco2)cc1	i	i
COc1ccc(C(=O)NC(=O)N2CCCCC2)cc1	i	i
COc1cc(C2NC(=O)NC(C)=C2C(C)=O)ccc1O (configuration not stated)	i	i
COC(=O)c1sc(-c2ccc(C(C)(C)C)cc2)cc1NC(=O)c1ccccc1C(=O)O	i	i
O=C(C1CCCCC1)N1CCC(CO)(Cc2ccccc2Cl)CC1	i	i
CCCCC(=O)Nc1cccc(-c2nnc(-c3ccccc3)o2)c1	i	i
CCN(CC)CCn1nc(C)nc1-c1ccccc1O	i	i
Cc1ccc(C)c(N2CCN(C(=O)CCCN3C(=S)NC(C)(C)CC3C)CC2)c1 (configuration not stated)	i	i
Cc1ccccc1C(=O)NNC(=O)CCCCC(=O)NNC(=O)c1ccccc1C	i	i
C=CCNC(=O)C(C)Sc1ccc(Cl)cc1 (configuration not stated)	i	i
O=C(NCCOc1cccc2cccnc12)c1cccs1	i	i
O=C(NCCCNC(=O)C(F)(F)C(F)F)C(F)(F)C(F)F	i	i
CCOc1ccc(NC(=O)CN(C)C(=O)CCCc2nc3ccccc3c(=O)[nH]2)cc1OCC	i	i
CCn1c(SCC(=O)N2CCc3ccccc32)nnc1-c1c[nH]c2ccccc12	i	i
NC(=NCc1ccco1)NC(=O)c1ccccc1	i	i
COc1ccc(C2NC(=O)NC(C)=C2C(=O)OC2CCCC(C)C2)cc1 (configuration not stated)	i	i
CCCc1cc(=O)oc2cc(OCC(=O)NCCCN3CCCC3=O)ccc12	i	i
COc1ccc(C(=O)Cn2nnc(-c3ccccc3NC(=O)C3CC3)n2)cc1	i	i
O=C(/C=C/c1ccc(F)cc1)N1CCN(c2ncccn2)CC1	i	i

SMILES	CHT inh	CHT allo act
O=S(=O)(c1ccc(C2CCCCC2)cc1)N1CCCC1	i	i
CCC(=O)N1c2ccc(C)cc2C2=NNC(=S)NC21O (configuration not stated)	i	i
Cc1ccc(C(=O)N2CCN(c3ccc(NC(=O)c4cccs4)cc3)CC2)cc1	i	i
COc1ccc(N2C(=O)c3ccccc3NC23CCC(C)CC3)cc1 (configuration not stated)	i	i
CC(=O)c1cccc(NC(=O)NC2CCCc3ccccc32)c1 (configuration not stated)	i	i
O=C(COc1ccc(Br)cc1)Nc1ccc2c(c1)C(=O)NC2=O	i	i
Cc1ccccc1NC1=NC(=S)N(CC(N)=O)C12CCOC(C)(C)C2 (configuration not stated)	i	i
O=[N+]([O-])c1cc(O)c2ncccc2c1	i	i
Cc1ccccc1C(=O)N1CCC(C(=O)NCCc2ccc(S(N)(=O)=O)cc2)CC1	i	i
CC(C)(C)c1ccc(Cn2nnc3c(=O)[nH]c(C4CCCN(C(=O)c5cccs5)C4)nc32)cc1 (configuration not stated)	i	i
O=S(=O)(CCN1CCN(c2ccccn2)CC1)c1ccc(Cl)cc1Cl	i	i
CC(=O)Nc1cnn(Cc2ccc(Br)cc2)c1	i	i
CCOc1cccc(OCCOCCNC(C)(C)C)c1	i	i
CC(=O)N1CCC(=NNc2ccc(S(=O)(=O)N3CCOCC3)cc2[N+](=O)[O-])CC1	i	i
COc1ccc(NC(=O)Cn2nnc(C(=O)NCCc3ccc(OC)c(OC)c3)c2N)c(OC)c1	i	i
Cc1ccc(-c2csc(N3CCN(S(=O)(=O)c4ccc5c(c4)NC(=O)CO5)CC3)n2)cc1	i	i
CCCn1nnc(NC(=O)COc2ccc(Cl)cc2)n1	i	i
COCCCNC(=O)Cn1ncc2c(=O)oc3ccccc3c21	i	i
COc1ccc(-c2noc(CCC(=O)N3CCC(C)CC3)n2)cc1	i	i
O=C1/C(=C/c2cccc(Br)c2)SC(=S)N1CCC(=O)N(CCO)c1ccccc1	i	i

SMILES	CHT inh	CHT allo act
CCn1ccnc1CN(C)Cc1cn(C)nc1-c1ccccc1F	i	i
COc1ccc(C[C@H]2CN3C(=NC[C@@H]3C)N2CCNC(=O)CCC2CCCCC2)cc1	i	i
NS(=O)(=O)c1ccc(N/C=C/C(=O)c2ccc(Br)cc2)cc1	i	i
CCOC(=O)c1c(C)sc2c1N(C(=O)CN1CCOCC1)c1cc(Cl)ccc1S2	i	i
NC(=O)c1sc2nnc(-c3ccccc3)c(-c3ccccc3)c2c1N	i	i
Cc1ccc2c([N+](=O)[O-])cccc2n1	i	i
Cc1ccc(-n2c(C)cc(C3=NNC(=NC4CC4)SC3)c2C)cc1C	-6.3*	i
CCC(OC(=O)c1nsc(Cl)c1Cl)C(=O)NCC1CCCO1 (configuration not stated)	i	i
CCc1cc(=O)oc2c3c(cc(OCC(=O)NCCN4CCOCC4)c12)OC(C)(C)CC3	i	i
Cn1c(SCC(=O)N2CCCC2)nnc1-c1cnccn1	i	i
Cc1ccc(NC2=CC(=O)CC(C)(C)C2)cc1C	i	i
N#Cc1ccc(COn2nnc3ccccc32)cc1	i	i
CCOC(=O)Nc1sc(C)nc1-c1ccccc1	i	i
O=C(Nc1ccccc1)OCCN1CCN(Cc2ccccc2)CCC1=O	i	i
COc1ccc(NS(=O)(=O)c2ccc(OCC(=O)N3CCOCC3)cc2)cc1Cl	i	i
CN(C)CCN(CC1CCCN(Cc2ccccc2F)C1)C(=O)c1ccc(Cl)cc1 (configuration not stated)	i	i
Cc1ccc(S(=O)(=O)Nc2cccc(-n3cnnn3)c2)cc1C(=O)O	i	i
O=C(COc1ccccc1Cl)N(Cc1cccs1)C1CCS(=O)(=O)C1 (configuration not stated)	i	i
COc1ccc(CCNc2oc(-c3cccc4ccccc34)nc2P(=O)(OC)OC)cc1OC	i	i
O=C1/C(=C/c2coc3ccc(O)cc3c2=O)SC(=S)N1c1ccccc1	i	i

SMILES	CHT inh	CHT allo act
Cc1ccc(-n2nc3c(c2NC(=O)c2ccc(Br)o2)CSC3)c(C)c1	i	i
CCC(C)(C)n1nnnc1C(c1ccccn1)N1CCOCC1 (configuration not stated)	i	i
Cc1ccc(CC(=O)c2ccc(Cl)cc2)cc1	i	i
Cc1noc(/C=C/N(C)C)c1S(=O)(=O)N1CCCC(C(=O)NCc2ccco2)C1 (configuration not stated)	i	i
COc1cc(/C=N/NC(=O)c2cccc([N+](=O)[O-])c2)ccc1OCc1ccc(C)cc1	i	i
COc1cccc(N=Nc2c(C)[nH]n(-c3ccccc3)c2=O)c1	i	i
CCN(CC)C(=O)c1[nH]cnc1C(=O)N[C@@H](C)C(=O)OCc1ccccc1	i	i
CSCCC(NS(=O)(=O)c1ccc2ccccc2c1)C(=O)O (configuration not stated)	i	i
Cc1ccc(NC2c3ccccc3C(=O)N2CCN2CCOCC2)cc1 (configuration not stated)	i	i
Cc1ccnc(N2CCC(C(=O)NNC(=O)c3ccccc3C)CC2)n1	i	i
COc1ccccc1-c1cc(C(=O)N/N=C\c2cn(C)nc2C)c2ccccc2n1	i	i
NS(=O)(=O)c1ccc(NC(=O)CCCCC(=O)Nc2ccc(S(N)(=O)=O)cc2)cc1	i	i
Cc1sc2nc3c(C(=O)N4CCCC4)cc(C(=O)c4ccccc4O)cn3c(=O)c2c1C	i	i
CCOC(=O)Nc1cc(C(=O)OC)cc(C(=O)OC)c1	i	i
Cc1ccc(NC(=O)CSc2ncc3ccccn23)cc1C	i	i
CC(C)NC(=O)c1c2c(nc3ccccc13)CCCC2	i	i
CC(=O)Nc1ccc(Nc2nc(C)c([N+](=O)[O-])c(N(C)c3ccccc3)n2)cc1	i	i
COc1cc2c(cc1OC)CN(CC(=O)Nc1ccccc1SC)CC2	i	i
CC(=O)Nc1c(C)nn(-c2ccc([N+](=O)[O-])cc2)c1C	i	i
CCN(CC)CCNC(=O)c1sc2ncn(CC(=O)Nc3ccc(C)c(Cl)c3)c(=O)c2c1C	i	i

SMILES	CHT inh	CHT allo act
CNc1nccc(-c2ccc(Cl)cc2)c1C#N	i	i
CCN(CC)c1ccc(N)cc1S(=O)(=O)Nc1ccccc1OC	i	i
CCN1C(=O)C(CC(=O)Nc2c(C)cccc2C)SC1=Nc1ccc(S(N)(=O)=O)cc1 (configuration not stated)	i	i
Cc1ccc(S(=O)(=O)Oc2ccc(/C=C3\N=C(c4cccc(C)c4)OC3=O)cc2)cc1	i	i
COc1cccc(C=NCCNC(=O)c2nonc2N)c1O	i	i
CCOC(=O)C1=C(COC(=O)c2ccc(Cl)cc2[N+](=O)[O-])NC(=O)NC1C (configuration not stated)	i	i
COc1ccc(N2CCN(C(=O)c3ccc4ccccc4n3)CC2)cc1	i	i
CC(C)(C)CC(=O)NCCCN1CCOCC1	i	i
